From PubChem BioAssay
STAT3 act – IL-6 driven STAT3 reporter potentiators, primary screen, U3A cells, luciferase, luminescence, MLSCN library; actives 0.91% (n = 190,000); IL-6 STAT3-luciferase reporter; 100% = signal with IL-6 EC80 alone; activation (% of control), % at 5.6 µM;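 active = activation above the screen-wide mean of compound activation plus 3 SD, cut at about 130% in these data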;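 note: 0% = background luminescence of wells with medium and substrate only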
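Material: human STAT1-deficient U3A cells with stable STAT3-luciferase reporter / Probe or stimulus: IL-6 stimulus at 33 ng/mL final / Schedule: 1 h compound pre-exposure, 6 h IL-6 stimulation, 37 °C / Technique: luminescence / Read-out basis: percent of IL-6-only median luminescence / Control set: IL-6-only high control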
STAT3 inh – IL-6 driven STAT3 reporter inhibitors, primary screen, U3A cells, luciferase, luminescence, MLSCN library; actives 0.89% (n = 190,000); IL-6 STAT3-luciferase reporter; host cell line lacks STAT1; inhibition, % at 5.5 µM;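 active = inhibition above the mean inhibition across all screened compounds plus 3 SD, cut at about 44% in these data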;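 note: 0% = DMSO only wells and 100% = 100 µM nifuroxazide control wells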
NF-kB expr up – activators of NF-kB expression in neurons, primary screen, cell-based, HTS. human neuronal cells, NF-kB reporter expression; active compounds read high. fold change at 12.5 µM. actives 1.6% (n = 190,000). AID 1239, 2008; in the data active = fold change above about 3.3
FLuc act counter – FLuc activators, initial screening, artefact control for FLuc-dependent activation tests, biochemical, ATPlite luminescence. Luciferin 4-monooxygenase (Photinus pyralis), P08659. ATPlite luciferase biochemical, 10 min; 0 = ATP-free wells, 1 = DMSO control. activation factor at 10 µM. 200,000 tested, under 10 active. AID 1027, 2008;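 active = luciferase activation factor, scaled between plate controls, of at least 2 with compound at 10 µM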
Target sequence (P08659 whole entry, looked up): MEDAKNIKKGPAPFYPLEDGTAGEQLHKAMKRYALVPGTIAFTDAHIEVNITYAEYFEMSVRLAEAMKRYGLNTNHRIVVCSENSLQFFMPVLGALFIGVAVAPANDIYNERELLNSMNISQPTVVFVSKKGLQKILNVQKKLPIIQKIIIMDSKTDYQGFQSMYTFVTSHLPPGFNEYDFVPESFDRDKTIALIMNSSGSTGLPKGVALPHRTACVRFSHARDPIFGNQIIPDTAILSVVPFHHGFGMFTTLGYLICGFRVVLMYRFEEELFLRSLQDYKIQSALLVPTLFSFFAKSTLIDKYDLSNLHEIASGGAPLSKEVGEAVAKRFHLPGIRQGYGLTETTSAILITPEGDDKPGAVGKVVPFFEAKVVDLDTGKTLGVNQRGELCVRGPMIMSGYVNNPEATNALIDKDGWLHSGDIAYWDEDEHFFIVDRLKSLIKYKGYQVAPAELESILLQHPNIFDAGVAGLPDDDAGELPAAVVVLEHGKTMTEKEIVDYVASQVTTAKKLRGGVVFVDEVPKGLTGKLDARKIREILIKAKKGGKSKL
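test system = cell-free luciferase reagent | medium = PBS as buffer for the ATP substrate | dosing = test compounds dosed from 2 mM stocks in 100% DMSO | incubation = 10 min at ambient temperature | detection = luminescence measurement of luciferase light output | benchmarks = low control with PBS replacing ATP, high control enzyme plus ATP without compound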
STAT1 inh – STAT1 signaling inhibitors, primary screen, cell-based, HTS, luciferase reporter | NIH 3T3 STAT1-luciferase reporter, IFN-gamma, luminescence | inhibition, % at 5.5 µM | actives 0.35% (n = 200,000) | AID 920, 2007;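 active = inhibition above a set limit, the mean inhibition across all tested compounds plus 3 SD, cut at about 34% in these data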;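 note: 0% = IFN-gamma with DMSO and 100% = IFN-gamma with 300 µM nifuroxazide; values of inactives mirror those of a sister screen read the other way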
APP 5'UTR act – activators of APP 5'UTR luciferase reporter, primary screen, SH-SY5Y cells | AID 1276, 2008 | actives 1% (n = 190,000) | SH-SY5Y APP 5'UTR luciferase reporter, luminescence; zero percent = DMSO vehicle wells | activation, % at 2 µM;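 active = activation above a set limit, based on mean plus 3 SD of controls, cut at about 140% in these data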; note: values of inactives mirror those of a sister screen read the other way
APP 5UTR inh – inhibitors of APP translation via 5'UTR reporter, primary screen, APP 5'UTR luciferase, SH-SY5Y cells; AID 1285, 2008; actives 0.82% (n = 190,000); inhibition, % at 2 µM; SH-SY5Y APP 5'UTR-luciferase reporter, luminescence;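 active = inhibition above a set limit, derived from the sample mean plus 3 SD, cut at about 45% in these data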; note: values of inactives mirror those of a sister screen read the other way
FLuc inh counter – firefly luciferase enzyme inhibitors, primary screen, artefact control for luciferase-based inhibitor screens, biochemical, luminescence, ATPLite. actives 1.5% (n = 200,000). AID 1006, 2008. Luciferin 4-monooxygenase (Photinus pyralis), P08659. inhibition, % at 10 µM. 10 min;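 active = inhibition above about 50% when tested at 10 µM, limit read from the data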
ROMK mod – ROMK potassium channel modulators, primary screen, cell-based, thallium flux, MLSMR library | Tet-inducible ROMK, thallium flux fluorescence; actives lie on both sides | actives 2% (n = 130,000) | B-score at 10 µM | ATP-sensitive inward rectifier potassium channel 1 (Homo sapiens), P48048;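 active = signal ratio slope over the read window, or its plate-corrected B-score, at least 3 SD from the plate mean, either direction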;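 note: B-score of the F/F0 ratio slope over 7 to 12 s after thallium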
Target sequence (P48048 whole entry, looked up): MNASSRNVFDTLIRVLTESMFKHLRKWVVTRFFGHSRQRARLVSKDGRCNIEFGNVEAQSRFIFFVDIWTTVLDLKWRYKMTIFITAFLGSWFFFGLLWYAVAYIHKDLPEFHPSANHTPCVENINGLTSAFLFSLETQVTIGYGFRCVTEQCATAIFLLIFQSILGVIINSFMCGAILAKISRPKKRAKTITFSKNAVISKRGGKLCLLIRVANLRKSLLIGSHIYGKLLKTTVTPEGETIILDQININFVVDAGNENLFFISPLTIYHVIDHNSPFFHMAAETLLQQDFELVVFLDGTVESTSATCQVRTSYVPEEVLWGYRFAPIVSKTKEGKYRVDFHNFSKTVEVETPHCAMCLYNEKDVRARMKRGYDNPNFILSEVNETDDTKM
STAT1 activator – STAT1 signaling activators, primary screen, cell-based, HTS, luciferase reporter; NIH 3T3 STAT1-luciferase reporter, IFN-gamma, luminescence; 100% = IFN-gamma alone, no compound; activation (% of control), % at 5.5 µM; actives 2.6% (n = 200,000); AID 932, 2007;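 active = activation above the screen-wide mean activation plus 3 SD, cut at about 130% in these data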;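 note: raw ratio to IFN-gamma control signal so 100% means no change and 0% no light; values of inactives mirror those of a sister screen read the other way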
Starred values were filed as active, the others as inactive; . = no result given.

1: COc1ccc(OCc2nnnn2-c2ccccc2)cc1
2: CCOC(=O)c1ccc(NC(=O)COC(=O)Cc2csc(-c3ccccc3)n2)cc1
3: Cn1c(SCC(=O)NC2CCCCC2)nnc1-c1cccc(N)c1
4: CCCOC(=O)c1ccc(S(N)(=O)=O)o1
5: CN(CCC1CCOCC1)C(=O)CC1C(=O)NCCN1Cc1ccoc1 (configuration not stated)
6: CCSc1nnc(NC(=O)Cc2ccccc2OC)s1
7: S=C(Nc1ccc(Cl)c(Cl)c1)N1CCOCC1
8: O=C(CSc1nccn1-c1ncc(C(F)(F)F)cc1Cl)c1ccc(Br)cc1

screen / no. | 1 | 2 | 3 | 4 | 5 | 6 | 7 | 8
STAT3 act | 98 | 103 | 96 | 106 | 101 | 102 | 102 | 162*
STAT3 inh | 9 | -5 | 8 | -9 | 10 | 2 | -4 | -55
NF-kB expr up | 1.1 | 1.1 | 0.81 | 1.2 | 1 | 1.2 | 1.3 | 0.61
FLuc act counter | 1.1 | 1 | 1 | 1.1 | 1 | 1 | 1 | 1.1
STAT1 inh | 3 | -3 | 0 | 1 | -13 | -1 | -4 | -37
APP 5'UTR act | -3 | 2 | -15 | 3 | -6 | 5 | -18 | 31
APP 5UTR inh | 3 | -2 | 15 | -4 | 6 | -5 | 18 | -31
FLuc inh counter | -9 | -4 | 3 | -6 | -5 | -1 | -2 | -6
ROMK mod | . | . | 0.09 | . | -0.017 | . | . | .
STAT1 activator | 97 | 103 | 101 | 99 | 111 | 101 | 104 | 130*

9: Cn1c(=O)n(C)c2cc(NC(=O)c3ccccc3[N+](=O)[O-])c(Br)cc21
10: CCOC(=O)/C(O)=C(\C#N)c1nc2ccccc2[nH]1
11: CCN1CCN(C(=S)Nc2ccc(C(C)=O)cc2)CC1
12: COc1ccc(CCNC(=O)Nc2cccc([N+](=O)[O-])c2)cc1
13: CCOC(=O)c1cnc2nc(N3CCOCC3)nn2c1N
14: COc1ccc(CC(=O)Nc2ccc(-c3noc(-c4cc(OC)c(OC)c(OC)c4)n3)cc2)cc1
15: COCCn1c(SCC(=O)N2CCc3ccccc3C2)nc2cc(Cl)ccc2c1=O
16: COc1ccc(OC)c(-c2cnc(OC(C)(C)C)nc2OC(C)(C)C)c1

screen / no. | 9 | 10 | 11 | 12 | 13 | 14 | 15 | 16
STAT3 act | 97 | 105 | 108 | 91 | 97 | 83 | 99 | 100
STAT3 inh | 5 | 2 | -3 | 17 | 7 | 23 | 1 | 1
NF-kB expr up | 1 | 1 | 1.3 | 0.99 | 1.3 | 1.1 | 0.52 | 1
FLuc act counter | 1 | 0.9 | 1 | 1.1 | 1 | 1.1 | 1.1 | 1.1
STAT1 inh | 0 | 7 | -10 | 12 | -13 | 4 | 12 | 1
APP 5'UTR act | -2 | 6 | -2 | 0 | -8 | 8 | -1 | -35
APP 5UTR inh | 2 | -6 | 2 | 0 | 8 | -8 | 1 | 35
FLuc inh counter | -4 | 8 | -1 | -6 | -5 | -8 | -11 | -6
ROMK mod | 0.11 | 0.35 | 0.094 | -0.47 | . | -0.73 | -1.1 | 2.3
STAT1 activator | 97 | 92 | 107 | 87 | 111 | 96 | 89 | 99

17: Clc1cccc2sc(N3CCOCC3)nc12
18: CCc1cc(C(=O)OC)c(NC(=O)CC2SC(=NC)N(C)C2=O)s1 (configuration not stated)
19: Cn1c(=O)n(CCC(=O)O)c2ccccc21
20: CCC(Sc1nc2ccccc2[nH]1)C(=O)Nc1cc(C)on1 (configuration not stated)
21: O=C(COC(=O)c1ccc(Br)o1)Nc1nc2ccccc2s1
22: CCC(=O)N1CCN(CCN=CC2=C(O)CC(C)(C)CC2=O)CC1
23: N#CCc1ccc(NC(=O)Nc2cccc(Cl)c2)cc1
24: CN1CCN(C(=O)N2c3ccccc3C=Cc3ccccc32)CC1

screen / no. | 17 | 18 | 19 | 20 | 21 | 22 | 23 | 24
STAT3 act | 106 | 93 | 98 | 96 | 119 | 97 | 85 | 105
STAT3 inh | 0 | 10 | 8 | 9 | -16 | 6 | 22 | 1
NF-kB expr up | . | 1 | 1.1 | 1.2 | 1.2 | 0.99 | 1.6 | 1.2
FLuc act counter | . | 1 | 1.1 | 1 | 1.1 | 1.1 | 1.1 | 1
STAT1 inh | -12 | -2 | -7 | 1 | -4 | -7 | -12 | -5
APP 5'UTR act | 15 | -14 | 8 | 1 | 13 | 13 | 27 | -19
APP 5UTR inh | -15 | 14 | -8 | -1 | -13 | -13 | -27 | 19
FLuc inh counter | . | -1 | -8 | 0 | -8 | -6 | -9 | 3
ROMK mod | -0.8 | -0.51 | -0.43 | -0.94 | -0.56 | . | . | .
STAT1 activator | 111 | 102 | 106 | 97 | 102 | 106 | 111 | 106

25: O=C(O)c1ccc(/C=C2\SC(=Nc3ccccc3)N(c3ccccc3)C2=O)cc1
26: O=C(NC(c1ccccc1)C(Cl)Cl)c1ccccc1 (configuration not stated)
27: COc1c(C)cc(Br)cc1C(=O)NC(=S)Nc1ccc(Cl)c(C(=O)O)c1
28: O=C(Nc1ccc2c3c(cccc13)CC2)c1cccc([N+](=O)[O-])c1
29: CCCn1c(SCC(=O)N2CCCC2)nc2c1c(=O)n(C)c(=O)n2C
30: COc1cccc(C(=O)Nn2cnnc2)c1
31: Cc1ccc(Cn2c(SCC(=O)NCC3CCCO3)nc3c(sc4ccccc43)c2=O)cc1 (configuration not stated)
32: CC1CN(c2nnc(-c3ccccc3)c3ccccc23)CC(C)O1 (configuration not stated)

screen / no. | 25 | 26 | 27 | 28 | 29 | 30 | 31 | 32
STAT3 act | 106 | 102 | 107 | 84 | 111 | 108 | 104 | 103
STAT3 inh | 2 | -4 | -6 | 15 | -10 | -8 | -4 | -4
NF-kB expr up | 1 | 0.85 | 1.3 | 1 | 0.73 | 1.1 | 0.94 | 1
FLuc act counter | 1 | 1 | 1 | 1.1 | 1 | 1.1 | 1.1 | 1.1
STAT1 inh | 4 | 2 | -5 | -2 | -2 | -9 | -3 | 11
APP 5'UTR act | -16 | 4 | -4 | 13 | 2 | 8 | 7 | 2
APP 5UTR inh | 16 | -4 | 4 | -13 | -2 | -8 | -7 | -2
FLuc inh counter | 3 | -2 | -4 | -5 | -2 | -6 | -7 | -7
ROMK mod | 0.59 | . | 0.58 | . | . | -0.043 | 0.074 | -0.03
STAT1 activator | 96 | 98 | 104 | 102 | 101 | 106 | 103 | 90

An excerpt from above, showing only STAT3 inh, STAT3 act and APP 5'UTR act:
nr	compound	STAT3 inh	STAT3 act	APP 5'UTR act
7	S=C(Nc1ccc(Cl)c(Cl)c1)N1CCOCC1	-4	102	-18
5	CN(CCC1CCOCC1)C(=O)CC1C(=O)NCCN1Cc1ccoc1 (configuration not stated)	10	101	-6
26	O=C(NC(c1ccccc1)C(Cl)Cl)c1ccccc1 (configuration not stated)	-4	102	4
13	CCOC(=O)c1cnc2nc(N3CCOCC3)nn2c1N	7	97	-8

(list continues)
33: O=C(O)c1[nH]c2ccccc2c1CC(=O)N1CCOCC1
34: Cc1ccc(/C=C/C(=O)O)cc1S(=O)(=O)Nc1ccccc1C(=O)O
35: Cc1c(NC(=O)c2cc(-n3cnnc3)ccc2Cl)cccc1-c1nc2ccccc2s1
36: NS(=O)(=O)c1ccc(NC(=S)NC(=O)c2ccco2)cc1
37: O=C(Cc1ccccc1)N/N=C/c1cc(Br)cc(Cl)c1O
38: CCOC(=O)C(=NC(C)(C)C)NNc1cc(Cl)ccc1Cl
39: Cc1cc2cc(C)c3nnc(SCC(=O)NCc4ccco4)n3c2cc1C
40: COc1ccc(N)cc1-n1cnnn1

screen / no. | 33 | 34 | 35 | 36 | 37 | 38 | 39 | 40
STAT3 act | 99 | 89 | 100 | 101 | 109 | 98 | 72 | 105
STAT3 inh | 7 | 17 | 10 | -1 | -6 | 2 | 35 | 2
NF-kB expr up | 1.1 | 1.6 | 2.3 | 1 | 0.96 | 0.99 | 0.81 | 1.1
FLuc act counter | 1.1 | 1.1 | 0.2 | 0.9 | 1 | 1.1 | 1 | 1.1
STAT1 inh | -3 | -9 | -5 | -12 | 4 | 5 | -1 | 13
APP 5'UTR act | 6 | 7 | 79 | . | 2 | -18 | -6 | -14
APP 5UTR inh | -6 | -7 | -79 | . | -2 | 18 | 6 | 14
FLuc inh counter | -8 | -6 | 79* | 5 | 1 | -5 | -3 | -7
ROMK mod | . | -0.44 | . | -0.0012 | -0.099 | -0.62 | -1.1 | -0.01
STAT1 activator | 103 | 105 | 108 | 110 | 94 | 95 | 100 | 87

Single records (already shown).
`NS(=O)(=O)c1ccc(NC(=S)NC(=O)c2ccco2)cc1` in the list: STAT3 act: 101; STAT3 inh: -1; NF-kB expr up: 1; FLuc act counter: 0.9; STAT1 inh: -12; APP 5'UTR act: .; APP 5UTR inh: .; FLuc inh counter: 5; ROMK mod: -0.0012; STAT1 activator: 110
`Cc1c(NC(=O)c2cc(-n3cnnc3)ccc2Cl)cccc1-c1nc2ccccc2s1` in the list: STAT3 act: 100; STAT3 inh: 10; NF-kB expr up: 2.3; FLuc act counter: 0.2; STAT1 inh: -5; APP 5'UTR act: 79; APP 5UTR inh: -79; FLuc inh counter: 79*; ROMK mod: .; STAT1 activator: 108

Next section:
41: O=C(NCC1CCCO1)c1nc2c(nnn2Cc2ccc(F)cc2)c(=O)[nH]1 (configuration not stated)
42: Cc1ccc(-n2nnnc2-c2nc3ccccc3s2)cc1
43: Cc1ccc2[nH]c3c(NCCN4CCOCC4)ncnc3c2c1
44: C(=N\Nc1nnnn1-c1ccccc1)/c1ccncc1
45: Cc1ccc(Sc2nc(-c3ccccc3)nnc2C(F)(F)F)cc1

screen / no. | 41 | 42 | 43 | 44 | 45
STAT3 act | 101 | 102 | 107 | 107 | 100
STAT3 inh | 5 | -5 | -2 | -3 | 6
NF-kB expr up | 1.2 | 1 | 0.89 | 0.92 | 1.2
FLuc act counter | 1 | 1 | 1 | 1 | 1
STAT1 inh | -4 | -5 | 6 | -1 | -7
APP 5'UTR act | 21 | -1 | 9 | -5 | .
APP 5UTR inh | -21 | 1 | -9 | 5 | .
FLuc inh counter | -4 | 1 | -4 | 0 | -5
ROMK mod | . | 0.57 | -0.13 | 0.37 | .
STAT1 activator | 104 | 104 | 95 | 101 | 106
